TexasRed fluor: alters Texas Red total fluorescence, flagging assay interference | TRb/SRC2 Texas Red total fluorescence interference | Potency, µM (doses to about 106 µM), for the others: at the highest dose fluorescence change, negative = quenching | 280,000 compounds, 0.29% hits; active = well fitted curve in either direction with a large enough effect; inconclusive = small, poorly fitted or top-dose-only effect
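Flags fluorescent or light-absorbing compounds by total fluorescence, S + 2P, at 555 nm excitation and 632 nm emission. Mixture: 20 nM Texas Red SRC2 peptide, 0.6 uM human TRb LBD, 1 uM T3, 5% DMSO; compound exposure 5 h at ambient temperature.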
RECQ1 inh: inhibitors of human RECQ1 DNA helicase. 240,000 compounds, 0.54% hits. RECQ1 DNA unwinding, red fluorescence kinetic read. P46063. Potency, µM (doses to about 57.3 µM), for inactives: top-dose activity, negative = inhibition, most hits filed as inhibitors;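 also: plate controls were vehicle for no effect and no enzyme for full effect; nearly all actives have a fitted effect of over 30% in size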
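50 nM RECQ1T1 preincubated 15 min with compound in Tris pH 8.0 buffer with MgCl2, DTT, Tween-20 and 2.5 ug/ml poly(dI-dC); started with 200 nM TAMRA/BHQ-2 forked duplex and 2 mM ATP. Unwinding read as fluorescence (525/598 nm), two reads 2 h apart.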
aGlu spleen mod: lysosomal alpha-glucosidase (human) modulation. human spleen homogenate, 4-MU-alpha-glucoside fluorescence. Potency, µM (series often up to 79.9 µM), inactives show at the top dose activity change, negative = inhibition, most hits filed as inhibitors. 240,000 compounds, 0.006% hits;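 also: 0% = enzyme with vehicle and -100% = no enzyme basal signal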
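Enzyme source: human spleen homogenate, 1 ug/well. Buffer 50 mM citric acid/K phosphate pH 5.0, 0.01% Tween-20. 4-MU-alpha-glucoside 1 mM; 37 C x 40 min; NaOH/glycine stop; fluorescence.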
GAA glycogen mod: inhibitors or activators of human alpha-glucosidase glycogen cleavage | P10253 | recombinant GAA, glycogen substrate, Amplex Red glucose oxidase fluorescence | Potency, µM (top dose mostly 76.4 µM), inactives show at the top dose activity change, negative = inhibition, hits mostly inhibitors | 300,000 compounds, 0.38% hits;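 also: 0% = full enzyme reaction and -100% = no-enzyme basal signal; the screen sought inhibitors and activators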
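qHTS, 1536-well; enzyme 4 nM final; cpd up to 77 uM; substrate bovine liver glycogen 30 ug; 50 mM citrate/phosphate pH 5.0, 0.01% Tween-20; 37 C, 40 min; Amplex Red detection 45 min RT; Hill fit → AC50.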
GAA inhib: inhibitors of human lysosomal alpha-glucosidase | Potency, µM (titrated, usually from 76.9 µM), without a hit: at the top dose activity change, negative = inhibition, hits mostly inhibitors | 200,000 compounds, 0.005% hits | purified human GAA, 4-MU-alpha-glucoside fluorescence | AID 1466;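 also: plate controls were uninhibited enzyme wells for no effect and no-enzyme background for full effect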
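Human alpha-glucosidase, 4 nM, pre-mixed with test compounds before 400 uM 4-methylumbelliferyl substrate; 20 min room temperature at pH 5.0. Fluorescence read after pH 10 stop; AC50 values from Hill-equation fits.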
RGS12 GoLoco inh: inhibitors of human Gai1-RGS12 GoLoco interaction (red fluorophore); P63096; Gai1:RGS12 GoLoco peptide FP, rhodamine, 10 min; Potency, µM (titrated, usually from 61.6 µM), without a hit: at the top dose activity, negative = inhibition, usual class: inhibitors; 230,000 compounds, 0.44% hits; AID 880; active = well fitted inhibition curve with a large enough effect, not every such curve was filed as active; inactive = no such curve, though single readings can be large or run the other way; also: nearly all actives have a fitted effect of over 30% in size; many of its hits are not listed in these tables
Target sequence (P63096 whole entry, looked up): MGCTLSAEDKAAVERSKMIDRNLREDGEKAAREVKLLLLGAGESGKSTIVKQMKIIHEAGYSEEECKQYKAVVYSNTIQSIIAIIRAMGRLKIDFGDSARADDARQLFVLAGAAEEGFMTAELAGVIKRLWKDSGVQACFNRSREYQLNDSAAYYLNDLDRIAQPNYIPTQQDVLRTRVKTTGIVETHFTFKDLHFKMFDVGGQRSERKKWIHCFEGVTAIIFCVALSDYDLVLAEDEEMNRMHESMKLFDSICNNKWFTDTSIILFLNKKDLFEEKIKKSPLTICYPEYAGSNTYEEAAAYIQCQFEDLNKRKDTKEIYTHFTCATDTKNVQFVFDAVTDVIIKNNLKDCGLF
TRb SRC2 PPI: disrupts binding of human TR beta to SRC2; P10828; TRbeta-SRC2 peptide binding, fluorescence polarization; receptor liganded with 1 µM T3; Potency, µM (titrated, usually from 106 µM), inactives show at the top dose activity change, negative = inhibition, most hits filed as inhibitors; 280,000 compounds, 0.065% hits;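 also: plate controls were bound peptide for no effect and peptide without receptor for full effect; nearly all actives have a fitted effect of over 50% in size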
Target sequence (P10828 whole entry, looked up): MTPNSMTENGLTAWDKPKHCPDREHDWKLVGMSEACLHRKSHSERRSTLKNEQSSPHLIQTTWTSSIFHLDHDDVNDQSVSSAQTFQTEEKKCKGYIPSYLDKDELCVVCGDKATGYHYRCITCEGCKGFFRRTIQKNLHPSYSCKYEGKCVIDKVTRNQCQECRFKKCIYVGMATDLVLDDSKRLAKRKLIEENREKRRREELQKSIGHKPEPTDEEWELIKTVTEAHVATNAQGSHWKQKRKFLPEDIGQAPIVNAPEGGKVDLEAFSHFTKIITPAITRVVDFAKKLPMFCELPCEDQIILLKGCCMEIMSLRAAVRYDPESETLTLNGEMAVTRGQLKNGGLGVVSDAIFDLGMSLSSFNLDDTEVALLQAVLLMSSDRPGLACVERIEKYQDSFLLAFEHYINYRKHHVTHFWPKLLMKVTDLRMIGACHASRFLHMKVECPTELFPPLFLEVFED
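TRb LBD 0.6 uM + Texas Red SRC2 peptide 20 nM, 1 uM T3, Tris buffer w/ 5% DMSO; compound pinned, 5 h RT; FP read ex 555/em 632; normalized to unbound and bound controls.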
L3MBTL1 block: inhibitors of human L3MBTL1; Q9Y468; 230,000 compounds, 0.66% hits; Potency, µM (titrated, usually from 57.1 µM), inactives show at the top dose activity, negative = inhibition, actives largely listed as inhibitors; AlphaScreen L3MBTL1–H3K9me1 peptide binding; also: nearly all actives have a fitted effect of over 60% in size
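Read-out is AlphaScreen signal from streptavidin donor and nickel chelate acceptor beads (10 ug/mL final each) bridging L3MBTL1 (50 nM) and biotinylated K9-monomethylated H3(1-15) peptide (75 nM), after 30 min compound exposure at room temperature.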
* marks the source's active call; other numbers are inactive results; i = inactive; u = inconclusive; x = no result given; & = joins results of further samples; [ ] = another dose, or the depositor's remark. Unless noted, calls follow the shape of the dose curve; as a rule, active = well fitted curve in the direction sought with a large enough effect; inconclusive = small, poorly fitted or top-dose-only effect, or another doubt; inactive = no such curve, though single readings can be large; an effect the other way counts as inactive or inconclusive. Unless noted, % is scaled to controls: 0 for no effect and ±100 for the full control effect; potency is read from the fitted curve at half-maximal effect.

Structure | aGlu spleen mod | GAA inhib | L3MBTL1 block | RECQ1 inh | RGS12 GoLoco inh | TexasRed fluor | GAA glycogen mod | TRb SRC2 PPI
Cc1ccc(NC(=S)NCc2ccc(S(N)(=O)=O)cc2)cc1Cl | -8% | 0% | -11% | i | 6% | -6% | 7% | 1%
COc1ccccc1NC(=O)C12CC3CC(C1)CC(c1ccc(C)cc1)(C3)C2 | -4% | u | 12% | 32µM* | 7% | 1% | -6% | 4%
CCOC(=O)Cn1c(=O)sc2ccccc21 | 3% | -6% | -1% | -5% | 2% | -5% | -4% | -7%
Cn1c(/N=C/c2c(O)ccc3ccccc23)nc2ccccc21 | -4% | 2% | 35µM* | -11% | 53%[activator] | 1% | 12% | 16%
COc1ccc(C2C(C#N)=C(N)Nc3nc4ccccc4n32)cc1 (stereo unspecified) | 4% | 4% | 0% | 0% | -4% | -1%[53 µM] | 5% | -2%[53 µM]
O=C(COC(=O)c1c(F)cccc1F)Nc1ccc2[nH]c(=O)[nH]c2c1 | -4% | -2% | -1% | 2% | 20% | 1% | 5% | -2%
Cc1ccc(N2C(=O)C3N=NN(CC(=O)N4N=C(c5cccc6ccccc56)CC4c4ccccc4)C3C2=O)cc1 (stereo unspecified) | -3% | 5% | -6% | i | -10% | -1% | -6% | 0%
CCN1C(=O)/C(=C/N(C)C)c2ccccc21 | 0% | -6% | 3% | -2% | 4% | -3% | -8% | -3%
O=C(CNC(=O)C1CCCCC1)Nc1ccccc1 | -2% | 1% | 1% | -14% | 0% | -1% | -4% | 1%
OC(COC(c1ccccc1)c1ccccc1)CN1CCCCC1 (stereo unspecified) | -7% | 4% | -1% | 0% | 8% | 1% | -5% | 10%
Nc1c(NCc2ccccc2F)c(=O)[nH]c(=O)n1Cc1ccccc1 | 7% | 13% | -2% | i | 10% | 3% | -7% | 4%
CC(C)(C)c1[nH]nc2c1C(c1ccncc1)C(C#N)=C(N)O2 (stereo unspecified) | -7% | -4% | 0% | i | 1% | -3% | 7% | -2%
O=C1CC(c2ccc(S(=O)(=O)NCCOc3ccccc3)cc2)CN1 (stereo unspecified) | 3% | 6% | 1% | -3% | 4% | -1% | 2% | -11%
Cc1ccc(-c2csc(N=C(N)N)n2)cc1 | -2% | 3%[15.4 µM] | -25% | 0% | 10% | 0% | 1% | 6%
Cn1c(SCC(=O)Nc2cccc3ccccc23)nc(O)cc1=O | -8% | 1% | -7% | -10% | 4% | -1% | -4% | -4%
N#Cc1c(N)n(-c2ccc(C(=O)O)cc2)c2nc3ccccc3nc12 | u | x | 3% | 9% | 22% | -1% | -4% | 1%
O=C(CSc1nnc(SCc2ccccc2)s1)N/N=C/c1c(Cl)cccc1Cl | 0% | 2% | 7% | i | -12% | -2% | 0% | -6%
O=C(Cc1ccccc1)Nc1nc2ccc(Cl)cc2c2nc(-c3ccco3)nn12 | -8%&8% | x | x | 8%&-11% | 0%&16% | -2%&-6% | x | 5%&-1%
Cc1nn(-c2ccccc2)c(Cl)c1C(=O)NCC(=O)O | 10% | 6% | 7% | -2% | -1% | 0% | 2% | -14%
Cc1ccc(NC(=O)CC2S/C(=N/N=C/C=C/c3ccccc3)NC2=O)cc1Cl (stereo unspecified) | -3% | -10% | 2% | -4% | 4% | 3% | 9% | 0%
N=c1sccn1CC(=O)NCc1ccc(Cl)cc1Cl | x | -4% | -9% | i | 10% | -3% | -13% | -3%
O=C(Oc1cc(=O)oc2c1c(=O)n1c3c(cccc23)CC1)c1ccccc1 | 1% | x | 13% | -5% | 23% | -3% | 7% | -4%
O=C(c1ccccc1)N1CCC(O)(c2cccnc2)CC1 | 7% | -1% | x | 21% | -6% | -3% | -1% | -21%
CCOC(=O)c1sc2nc(C)nc(Nc3ccc(OC)cc3)c2c1C | -8% | -1% | x | -1% | 2% | -3% | 2% | -1%
Cc1cc(C(=O)COC(=O)c2ccc(O)cc2)c(C)n1-c1ccccc1F | -14% | -8% | -17% | i | -1% | -2% | -4% | 3%
COc1ccc(Cl)cc1C(=O)Nc1cc(=O)n(C)c(=O)n1C | 6% | x | x | i | 0% | 0% | 9% | 5%
CCOC(=O)c1csc(NC(=O)c2cc3ccccc3o2)n1 | -3% | -8% | 6% | -3% | -14% | -2% | 11% | 1%
Cn1ccnc1SCC(=O)NC12CC3CC(CC(C3)C1)C2 | -1% | -1% | -8% | -4% | -4% | 3% | -5% | -1%
Cc1nnc(SCC2=C(C(=O)O)N3C(=O)C(NC(=O)c4cc(F)c(F)cc4Cl)C3SC2)s1 (stereo unspecified) | 3% | -14% | x | -3% | -2% | 2% | 1% | 1%
COc1ccc(-c2coc3cc(O)ccc3c2=O)cc1O | 3% | x | -16% | -31% | -3% | 0% | -15% | 0%
Cc1cc(=O)oc(C)c1C(=O)NCc1ccccn1 | -10% | -1% | u | -11% | 0% | -1% | 4% | 3%
O=[N+]([O-])c1ccc(Cl)cc1Sc1nc2ccccc2o1 | -3% | -1% | u | -2% | 12% | -8% | 5% | -11%
Cc1cc(C)n(-c2ccc(C(=O)OCC(=O)Nc3ccc(S(=O)(=O)N4CCCCC4)cc3)cc2)n1 | -11% | -13% | x | -18% | 2% | -2% | -12% | -8%
CN(Cc1cccnc1)Cc1c(C(=O)N2CCc3ccccc3C2)nc2ccc(Cl)cn12 | 1% | x | -2% | i | -7% | 3% | 10% | -4%
CCOC(=O)COc1ccccc1/C=N/O | -2% | -19% | 3% | -7% | 11% | 5% | 5% | -1%
CC(C)(C)c1nn2cnnc2n(/N=C/c2ccccc2)c1=O | -6% | 2% | -8% | -2% | 2% | 0% | 12% | 2%
O=C(NCCc1ccc(Cl)cc1)c1cc(-c2ccncc2)nc2ccccc12 | 0% | x | 0% | 13% | 2% | -2% | 4% | 5%
O=C1CC(=C2c3ccccc3-c3ccccc32)C(=O)N1CCCCN1CCN(c2ccccc2)CC1 | -5% | -5% | u | i | 19% | 1% | -13% | -4%
COc1cccc(CNC(=O)CCC2CCCN(C(=O)c3ccc(OC)c(F)c3)C2)c1 (stereo unspecified) | 1% | -1% | 7% | -2% | 13% | -5% | 15% | 7%
Cc1nc(S(=O)(=O)NC2CCCCC2)c(C#N)c(C)c1Cl | -4% | -5% | 11% | -2% | 2% | 0% | 3% | -7%
O=C(COc1ccc(-c2nnco2)cc1)NCc1ccccc1Cl | 1% | -4% | 11% | -5% | x | -1% | 7% | 1%
CC(C)(C)c1c(Cl)c(O)c(-c2ccccc2)c(=O)n1-c1ccccc1 | 0% | 7% | 32µM* | i | 10% | -1% | -3% | 2%
N#Cc1nc(-c2ccco2)oc1NCc1cccnc1 | 3% | 12% | x | i | 10% | -1% | u | -9%
Cc1cc(C(=O)Nn2c(C)nc3ccccc3c2=O)ccc1[N+](=O)[O-] | x | 2% | 0% | -11% | 7% | 0% | 8% | 2%
CCn1c(=O)cc(SCC(=O)N2CCCCC2)c2ccccc21 | 0% | 8% | 1% | -6% | 5% | -3% | -6% | -11%
O=C(O)c1cn(-c2ccc(N3CCCC3)c(F)c2)c2c(F)c(F)c(F)cc2c1=O | 1% | 8% | x | -7% | 12% | -2% | -11% | -2%
COc1ccc(CNc2nc(NCc3ccc(OC)cc3)n(C(=O)c3ccncc3)n2)cc1 | -4% | x | 3% | -1% | -14% | -7% | u | -4%
Cc1ccc(CNC(=O)COC(=O)CSc2ccc(Br)cc2C)cc1 | -7% | -13% | 11% | 0% | 12% | -2% | -13% | -2%
CN1CCc2[nH]c3ccc(C(=O)NN)cc3c2C1 | -7% | -3% | x | -7% | -1% | -3% | u | -1%
O=S(=O)(O)c1cc(N=C=S)ccc1/C=C/c1ccc(N=C=S)cc1S(=O)(=O)O | -13% | x | x | 1% | -22% | -1% | x | -3%
Cc1ccc(NC(=O)C2SC(=Nc3ccccc3)C(C(=O)Nc3ccc(Cl)cc3)=C2N)cc1 (stereo unspecified) | 2% | 0% | -2%[11.4 µM] | i | 14% | -3% | 5% | 5%
CCOC(=O)CNC(=O)CNC(=O)Cn1ccc2ccccc2c1=O | 1% | 10% | x | -8% | 1% | 21% | 10% | u

No new results follow: entries from further up.
Structure | aGlu spleen mod | GAA inhib | L3MBTL1 block | RECQ1 inh | RGS12 GoLoco inh | TexasRed fluor | GAA glycogen mod | TRb SRC2 PPI
O=C(O)c1cn(-c2ccc(N3CCCC3)c(F)c2)c2c(F)c(F)c(F)cc2c1=O | 1% | 8% | x | -7% | 12% | -2% | -11% | -2%
COc1ccc(CNc2nc(NCc3ccc(OC)cc3)n(C(=O)c3ccncc3)n2)cc1 | -4% | x | 3% | -1% | -14% | -7% | u | -4%
Cc1ccc(CNC(=O)COC(=O)CSc2ccc(Br)cc2C)cc1 | -7% | -13% | 11% | 0% | 12% | -2% | -13% | -2%
CN1CCc2[nH]c3ccc(C(=O)NN)cc3c2C1 | -7% | -3% | x | -7% | -1% | -3% | u | -1%
O=S(=O)(O)c1cc(N=C=S)ccc1/C=C/c1ccc(N=C=S)cc1S(=O)(=O)O | -13% | x | x | 1% | -22% | -1% | x | -3%
Cc1ccc(NC(=O)C2SC(=Nc3ccccc3)C(C(=O)Nc3ccc(Cl)cc3)=C2N)cc1 (stereo unspecified) | 2% | 0% | -2%[11.4 µM] | i | 14% | -3% | 5% | 5%
CCOC(=O)CNC(=O)CNC(=O)Cn1ccc2ccccc2c1=O | 1% | 10% | x | -8% | 1% | 21% | 10% | u

Not all compounds are listed, so the mix of outcomes need not match the whole.
